# High-throughput results from PubChem BioAssay.
# IDE cell activ: IDE (human) activation, cell-based; P14735; HEK cells, FAbeta-B cleavage, fluorescence polarization; 0% vehicle, 100% cell-free pure enzyme wells; activation, % at 5.96 µM; 340,000 compounds, 0.073% hits; AID 493087;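 active means activation above the mean of all tested compounds plus 3 SD, set per screening campaign, cut at about 17% in these data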
# SUMO HTRF inh: inhibitors of human SUMOylation (UBC9). P63279. HTRF SUMOylation assay, SAE1/SAE2 + UBC9, in vitro. inhibition, % at 35 µM. 290,000 compounds, 0.36% hits; in the data active means inhibition above about 50%, passing the limit was not always enough; further: strong numbers were not always called active
# Target sequence (P63279 whole entry, looked up): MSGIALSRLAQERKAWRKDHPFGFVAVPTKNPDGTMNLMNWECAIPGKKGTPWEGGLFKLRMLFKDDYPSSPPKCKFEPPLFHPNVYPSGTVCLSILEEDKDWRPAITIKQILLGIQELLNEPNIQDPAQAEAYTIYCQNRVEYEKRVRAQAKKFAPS
# IMP-1 inhibitor: inhibitors of Pseudomonas aeruginosa IMP-1 metallo-beta-lactamase. purified IMP-1, nitrocefin hydrolysis, epi-absorbance fluorescence. inhibition, % at 5.6 µM. 290,000 compounds, 0.45% hits;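 active means inhibition above the mean plus 3 SD of all compounds in the same screening run, cut at about 4.5% in these data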;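 further: 0% = IMP-1 with DMSO and 100% = DMSO wells lacking enzyme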
#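 Test system: recombinant IMP-1 enzyme, purified / Medium: HEPES buffer pH 7.1 with ZnSO4 and Brij 35 / Doses: single dose, 5.6 µM / Times: 25 °C, 15 min preincubation, 25 min reaction / Detection: Epi-absorbance via hydrolysed-nitrocefin quenching of white-plate fluorescence, 480/530 nm, EDTA stop / Evaluation: percent inhibition from optical density relative to buffer-blank wells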
# IDE cell inh: cellular human IDE inhibition; P14735; HEK cells, FAbetaB cleavage, fluorescence polarization; inhibition, % at 5.59 µM; 320,000 compounds, 0.41% hits;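 active means percent inhibition above the average of all tested compounds plus 3 SD, set per screening campaign, cut at about 16% in these data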;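 further: IDE supplied by intact live HEK cells; FP after avidin binding of uncleaved biotin substrate so inhibition keeps polarization high; 0% = DMSO wells and 100% = 60 µM reference IDE inhibitor Ii1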
# NS3 helicase inh: HCV NS3 helicase inhibition | AID 1800 | NS3 helicase DNA unwinding, Cy5 molecular beacon fluorescence | inhibition, % at 10.9 µM | 290,000 compounds, 0.56% hits;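 active means inhibition above the mean of all tested compounds plus 3 SD, set per campaign, cut at about 35% in these data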;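 further: 0% = DMSO wells and 100% = thioflavine S control wells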
#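 System: Hepatitis C virus NS3 helicase domain fragment enzyme | Reagent: Annealed dual-labelled DNA beacon duplex, ATP-started | Compound dosing: 10.9 µM single point, 0.8% DMSO | Incubation: 1 h reaction at 25 °C, ATP-initiated | Technique: Cy5 fluorescence | Evaluation: Percent inhibition from t60/t0 fluorescence ratio | Benchmarks: Low DMSO, high thioflavine S at 110 µM | Replication: Singlicate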
# VIM-2 inh: inhibitors of Pseudomonas aeruginosa VIM-2 metallo-beta-lactamase. purified VIM-2, nitrocefin hydrolysis, epi-absorbance fluorescence. inhibition, % at 5.6 µM. 290,000 compounds, 0.89% hits;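 active means inhibition above the mean of all tested compounds plus 3 SD, cutoff set per screening run, cut at about 7.5% in these data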;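 further: red hydrolysis product quenches plate fluorescence so inhibitors raise well fluorescence; 0% = enzyme with DMSO and 100% = DMSO without enzyme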
# p-CIP stab down: p/CIP protein destabilization. 290,000 compounds, 0.01% hits. decrease of EGFP signal, % at 10 µM. Q05BA5. F442A p/CIP-EGFP cells, EGFP fluorescence, 16 h;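 active means EGFP signal decrease of at least 30% at 10 µM or well 3 SD below plate mean, unless failing retest; inactive means the rest, including hits failing retest or dose response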; further: some compounds called inactive have numbers as strong as hits; many of its hits are not listed in these tables
# CRFBP-R2 block: antagonists of CRF-binding protein/CRF-R2 receptor complex. HEK293 CRF-R2/CRF-BP, CRF-induced calcium fluorescence. inhibition, % at 11.8 µM. 350,000 compounds, 0.59% hits;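 active means inhibition of the ligand-induced calcium signal above about 50% at the single tested concentration, limit read from the data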
# GalR3 antag: blocks the human galanin receptor 3. O60755. HEK293 GalR3-CNG cAMP membrane potential fluorescence; galR3 body fused to GalR1 C-terminus. inhibition, % at 3 µM. 360,000 compounds, 0.44% hits. AID 651719;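 active means inhibition above the screen-wide average plus 3 SD, cut at about 13% in these data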;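 further: forskolin and galanin both at EC90 stimulate the cells; cAMP rise reported by CNG channel membrane potential dye signal; 0% = forskolin plus galanin with DMSO and 100% = forskolin alone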
# Target sequence (O60755 1-299 limits assumed): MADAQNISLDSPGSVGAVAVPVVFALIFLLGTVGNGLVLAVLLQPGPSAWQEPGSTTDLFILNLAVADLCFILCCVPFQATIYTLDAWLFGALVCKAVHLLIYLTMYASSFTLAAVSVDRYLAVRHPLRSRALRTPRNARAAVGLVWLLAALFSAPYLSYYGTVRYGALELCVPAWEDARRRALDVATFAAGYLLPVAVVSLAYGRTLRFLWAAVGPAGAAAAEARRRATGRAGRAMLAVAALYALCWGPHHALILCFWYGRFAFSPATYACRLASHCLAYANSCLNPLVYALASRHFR
# An asterisk follows results filed as active; x = no result given.
SMILES,IDE cell activ,SUMO HTRF inh,IMP-1 inhibitor,IDE cell inh,NS3 helicase inh,VIM-2 inh,p-CIP stab down,CRFBP-R2 block,GalR3 antag
CCn1cnc2cc(NS(=O)(=O)c3ccc(OC)c(OC)c3)ccc21,-1,0,-1.4,1,-4,-1.0,-1,-1,-10
CCn1cc(CN2CCCC(C(=O)Nc3cccc(-c4cc5ccccc5[nH]4)c3)C2)cn1 (centres undefined),6,-1,-0.9,-2,-82,2.5,3,-7,-2
CCOC(=O)C(NC(=O)c1cccc(Cl)c1)(OCc1ccccc1)C(F)(F)F (centres undefined),-2,5,-0.1,-1,13,0.9,-11,7,-4
NC(=O)c1ccc(NC(=O)CN2CCN(c3ccccc3)CC2)cc1,2,5,0.0,5,-5,-0.2,6,2,-4
COC(=O)C1=C(N)Oc2cc(C)n(CCc3ccccc3)c(=O)c2C1c1cccnc1 (centres undefined),3,-2,0.4,0,0,-0.7,1,-2,-2
COc1ccc2nc(C)cc(N3CCC(C(N)=O)CC3)c2c1,-3,17,-4.0,-6,4,-0.7,17,-5,-4
CN1C(=O)CC(P(=O)(c2ccccc2)c2ccccc2)N(C)C1=O (centres undefined),3,17,-3.8,4,8,-3.3,-2,13,4
C/C(CC(=O)Nc1cccc(Cl)c1Cl)=N\NC(=O)c1ccccc1Br,-5,0,-1.0,6,13,-1.9,-10,14,8
CCOC(=O)C1=C(CS(=O)(=O)c2ccc(C)cc2)NC(=O)NC1c1cc(OC)c(OC)c(OC)c1 (centres undefined),2,-12,-0.1,5,0,-0.7,10,4,-9
Cc1ccc(S(=O)(=O)N2CCOC23CCN(C(=O)c2ccc(Cl)cc2Cl)CC3)cc1,-1,18,-2.3,0,-12,-3.2,7,-7,-8
O=C(COC(=O)c1cc(=O)[nH]c2ccccc12)NC1CCCC1,x,30,-2.9,0,8,-1.8,12,-18,2
O=C(COC(=O)C1(c2ccccc2F)CCCC1)N1CCOCC1,2,22,-3.8,1,0,-4.0,-15,6,-2
CCCCN(C)Cc1c(O)ccc2c(-c3ccccc3)cc(=O)oc12,0,32,-1.1,6,-2,-2.4,-11,1,1
O=[N+]([O-])c1ccc2nonc2c1Nc1cccc(F)c1,1,6,-3.3,3,8,-2.2,-1,21,-5
COc1ccnc(N=CNOCc2ccc(C)cc2)c1C#N,1,10,-1.4,1,-2,-4.5,-13,26,-2
CCCCOC(=O)c1ccc(NC(=O)COC(=O)CSc2nc(C)cc(C)n2)cc1,2,-2,-2.8,6,-16,-3.2,-12,-13,5
CCOC(=O)c1sc(NC(=O)c2c(C)nn(Cc3ccccc3)c2C)cc1C,-4,-15,-2.1,4,-4,-1.8,3,2,2
COc1ccc(CNCC(=O)Nc2cc(OC)cc(OC)c2)cc1,1,6,-0.9,-3,-9,0.2,-8,18,-8
Cc1nn(CCc2nn[nH]n2)c2nc(C(F)(F)F)cc(C(F)(F)F)c12,1,25,1.2,5,13,3.4,-2,-5,-3
CCc1ccc(CN(C)CC(=O)Nc2ccc3c(c2)CCC3)cc1,0,-23,-2.8,10,-15,-1.4,23,-19,-9
O=C(C1CCN(S(=O)(=O)c2cccc3nsnc23)CC1)N1CCc2ccccc21,-1,4,-1.5,-2,-4,-3.1,6,34,-4
COc1ccc(CC(=O)N/N=C/c2cc(Br)cs2)cc1OC,-4,7,0.7,0,-2,1.7,-15,-3,-8
Cc1nn(-c2ccccc2)c(Cl)c1C(=O)N(C)CC(=O)Nc1cccc(F)c1,3,x,x,-4,x,x,x,-8,-4
COCCNc1ccnc2c(Cl)cccc12,-3,16,-3.1,-2,3,1.1,-6,11,-2
O=[N+]([O-])c1ccc(-c2nc(NCC3CCCO3)c3ccccc3n2)cc1 (centres undefined),4,-1,-3.1,-1,2,-2.9,-4,-19,-2

# Additional entries:
SMILES,IDE cell activ,SUMO HTRF inh,IMP-1 inhibitor,IDE cell inh,NS3 helicase inh,VIM-2 inh,p-CIP stab down,CRFBP-R2 block,GalR3 antag
COc1cccc(CNC(=O)CN(C)S(=O)(=O)c2ccc(Br)s2)c1,1,6,-3.2,3,-2,-1.3,0,2,-8
COc1ccc(N2CCN(C(=O)CNC(=O)c3ccc(Br)o3)CC2)cc1,3,1,-3.2,-4,3,-0.8,-14,2,0
Cc1ccc(C(=O)OCC(=O)NC2CC2)s1,0,x,x,-1,x,x,x,4,-3
Cc1nc(SCC(=O)NC(C)(C#N)C2CC2)c2c(-c3cccs3)csc2n1 (centres undefined),6,-5,-1.9,4,1,-1.9,0,5,-3
Cc1nc2cc(NC(=O)N3CCC(c4ccccc4)C3)ccc2n1C (centres undefined),4,16,-1.8,0,-8,-4.6,1,14,31*
N#Cc1ccc(-c2ccc(F)cc2)nc1Sc1ccccc1,-1,-16,-0.2,-3,7,-1.0,-4,-20,-3
CCCc1cc(C(=O)N2CCCC(Nc3ccc(C)c(C)c3)C2)n(C)n1 (centres undefined),4,6,-1.6,1,-2,-1.3,-3,-3,-3
C/C(=N\OCC(=O)Nc1c(C)cc(C)cc1C)c1ccc2c(c1)OCCO2,-2,-17,-0.9,3,-11,-2.3,-2,10,-4
CCN(CC(=O)Nc1c(F)cccc1F)C(=O)CNC(=O)c1ccc(Br)o1,-2,x,x,0,x,x,x,3,-4
Cc1c(C(=O)CN2CCCC(C)(C)C2)c2ccccc2n1C,-2,26,-2.5,-2,-7,0.7,-16,-1,-8
CN(c1ccccc1C(=O)N1CCN(c2ccccc2F)CC1)S(=O)(=O)c1ccccc1,0,-2,-2.1,x,-7,-4.1,-20,-20,-5
COc1ccc(CCC(=O)NCc2ccco2)cc1,7,23,-1.2,7,13,-4.4,1,5,-2
COc1ccc2c(c1)-c1nc(/N=C/c3c(O)ccc4ccccc34)sc1CC2,-10,57*,1.5,x,30,3.3,1,10,-1
NS(=O)(=O)c1ccc(CCNC(=O)c2ccccc2Cc2ccccc2)cc1,4,3,-0.4,8,-4,0.4,-14,14,-2
Cn1cnnc1SCC(=O)Nc1ncc([N+](=O)[O-])s1,4,x,x,-3,x,x,x,7,4
O=C(CSc1nc2ccccc2[nH]1)N/N=C/c1ccncc1,x,-1,-2.6,-10,16,-4.3,-18,25,-2
CCN(C(=O)c1c(C)noc1C)c1c(N)n(Cc2ccccc2)c(=O)[nH]c1=O,2,x,x,3,x,x,x,17,-4
COc1c(Cl)ccc(Cl)c1C(=O)NC(=O)Nc1nc(C)cc(C)n1,-7,-1,-4.1,4,18,-1.2,-86,5,-2
O=C(NNC(=O)C1CCCC1)c1cc([N+](=O)[O-])cc([N+](=O)[O-])c1,3,x,x,-3,x,x,x,-9,-8
Nc1nc(-c2ccc(F)cc2)cs1,4,0,-1.7,3,-2,-0.7,1,5,3
O=C(NCc1cccnc1)C(=O)NCC(c1ccco1)N1CCN(c2ccccc2)CC1 (centres undefined),3,9,-4.4,4,-3,-4.5,-7,9,-3
O=C(COC(=O)CCC(=O)c1ccc(F)cc1)NCc1ccccc1Cl,3,x,x,4,x,x,x,-4,-4
O=C(CN1C(=O)S/C(=C\c2ccc(F)cc2)C1=O)NCCCn1ccnc1,2,-4,-1.0,4,-9,-2.4,10,-14,-9
CC1Oc2ccccc2N(CC(=O)NCc2ccc3c(c2)OCO3)C1=O (centres undefined),-5,11,-4.5,8,6,-1.6,-10,3,-6
COc1ccccc1N1CCN(CC(=O)Nc2c(C)n[nH]c2C)CC1,-4,x,-2.7,9,-6,-1.5,x,68*,6

# The results go on:
SMILES,IDE cell activ,SUMO HTRF inh,IMP-1 inhibitor,IDE cell inh,NS3 helicase inh,VIM-2 inh,p-CIP stab down,CRFBP-R2 block,GalR3 antag
Cc1nc2ccccc2c(=O)n1/N=C/c1ccccc1O,6,13,-0.2,-2,-5,1.4,5,4,5
Cn1c(CN2CCN(c3ccc(Cl)cc3)CC2)nc2ccccc21,1,17,-1.3,-2,-14,-4.9,-24,4,-5
CCOC(=O)C(C)n1cnc2c(nnn2-c2cccc(OC)c2)c1=O (centres undefined),2,12,-4.8,-3,7,-1.1,-10,-2,-1
O=C(NCc1ccccc1)c1c(O)c2cccc3c2n(c1=O)CCC3,5,-6,-5.5,3,4,-3.0,-14,-16,-1
CCCn1c(=N)c(S(=O)(=O)c2ccc(F)cc2)cc2c(=O)n3ccccc3nc21,2,6,-4.3,-1,9,8.9*,-7,19,-2
COc1ccc(N2CCN(C(=O)CCc3nnc4ccc(N5CCC(C)CC5)nn34)CC2)cc1,4,-6,-3.8,-10,-6,-3.4,2,-15,-9
CCOn1c(=O)c(-c2ccc(F)cc2)[n+]([O-])c2ccccc21,1,2,-4.0,x,17,-2.6,2,-1,-11
O=C(O)c1cccc(-c2ccc(/C=N/Nc3nn[nH]n3)o2)c1,10,16,-1.0,-4,3,1.2,-8,-10,-1
O=C(N=C1SC2CS(=O)(=O)CC2N1c1ccccc1)c1ccccc1 (centres undefined),2,x,x,5,x,x,x,-11,-5
COc1cc(C(=O)NCCNC(=O)C2CCCNC2=O)cc(OC)c1OC (centres undefined),3,-3,-2.9,2,-7,-1.3,-8,-23,-1
CC1CC(C)CN(S(=O)(=O)CC23CCC(CC2=O)C3(C)C)C1 (centres undefined),-3,1,-0.1,2,1,0.6,-7,-4,-7
Cc1cc(C(=O)NNC(=O)c2ccccc2O)c(C)o1,3,x,x,2,x,x,x,-1,1
Cn1c(CCN2CCCCC2)nc2cc(NC(=O)Nc3ccccc3)ccc21,1,26,-2.5,0,-6,-0.9,-9,14,-6
N#Cc1ccc(Oc2ccc(NC(=O)C3CC=CCC3C(=O)O)cc2)cc1 (centres undefined),-2,10,-2.4,4,-2,-4.9,-20,6,-7
Cc1ccc(S(=O)(=O)N(CC(=O)NC2CC2)c2ccc(C)c(Cl)c2)cc1,0,12,-1.4,4,-4,-1.9,11,-29,-1
Cc1ccc(O)c(NC(=O)/C=C/C(=O)O)c1,4,0,-0.7,2,6,0.0,-7,16,-2
O=C(CC(=O)N/N=C\c1ccccc1)NCCc1ccccc1,6,18,-2.2,-1,-2,-2.2,-10,-8,-4
Cc1cccc(-c2nnc3n2N=C(c2ccc(Br)cc2)CS3)c1,x,7,x,7,x,x,-16,-20,x
CCOC(=O)/C(=N/Nc1ccc(Cl)cc1)S(=O)(=O)c1ccc(Cl)cc1,2,16,-5.5,-1,-6,-1.5,-6,-2,-6
CCOc1nc(C)ccc1-c1noc(-c2ccccc2OC)n1,-2,1,-2.2,0,6,-1.0,-8,-7,1

# Some of the entries above, reformatted.
structure	IDE cell activ	SUMO HTRF inh	IMP-1 inhibitor	IDE cell inh	NS3 helicase inh	VIM-2 inh	p-CIP stab down	CRFBP-R2 block	GalR3 antag
O=C(N=C1SC2CS(=O)(=O)CC2N1c1ccccc1)c1ccccc1 (centres undefined)	2	x	x	5	x	x	x	-11	-5
COc1ccc(N2CCN(C(=O)CCc3nnc4ccc(N5CCC(C)CC5)nn34)CC2)cc1	4	-6	-3.8	-10	-6	-3.4	2	-15	-9
O=C(O)c1cccc(-c2ccc(/C=N/Nc3nn[nH]n3)o2)c1	10	16	-1.0	-4	3	1.2	-8	-10	-1
